From PubChem
PDI inh: inhibitors of human protein disulfide isomerase; AID 588391; hit rate 0.052% among 350,000; P07237; PDI insulin aggregation turbidity, A650, 90 min; inhibition, % at 10 µM;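 active means mean inhibition across replicates of 30% or more, whatever share of single replicates reach that level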;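 further: absorbance from insulin aggregation driven by PDI reduction with DTT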
Target sequence (P07237 whole entry, looked up): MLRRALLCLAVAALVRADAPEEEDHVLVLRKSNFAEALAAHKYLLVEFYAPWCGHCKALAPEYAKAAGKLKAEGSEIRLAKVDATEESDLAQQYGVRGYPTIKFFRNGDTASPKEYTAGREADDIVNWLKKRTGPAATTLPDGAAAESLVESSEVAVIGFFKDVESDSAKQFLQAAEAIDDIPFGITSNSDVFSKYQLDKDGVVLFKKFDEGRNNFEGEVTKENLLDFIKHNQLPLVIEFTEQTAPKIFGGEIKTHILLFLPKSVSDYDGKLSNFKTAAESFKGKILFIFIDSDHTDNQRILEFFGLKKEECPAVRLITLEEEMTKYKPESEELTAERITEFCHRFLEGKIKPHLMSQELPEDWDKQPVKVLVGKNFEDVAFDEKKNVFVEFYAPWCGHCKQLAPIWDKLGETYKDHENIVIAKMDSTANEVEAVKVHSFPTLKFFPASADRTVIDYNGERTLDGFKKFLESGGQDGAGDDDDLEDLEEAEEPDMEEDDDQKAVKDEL
Peg3 promoter: reduces Peg3 promoter-driven luciferase expression in HeLa. hit rate 1.7% among 360,000. inhibition, % at 20 µM. HeLa PEG-Prom luciferase reporter, luminescence, overnight;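 active means inhibition of at least 50% at 20 µM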
NR2E3 ag-1: human photoreceptor-specific nuclear receptor agonism; Q9Y5X4; CHO-S Gal4-NCOR/VP16-NR2E3 two-hybrid, luciferase; inhibition of corepressor binding, % at 3.98 µM; hit rate 0.35% among 360,000; AID 602229;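 active means inhibition above the mean of all tested compounds plus 3 SD, cut at about 70% in these data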;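 further: 0% = DMSO with NR2E3 transfected cells and 100% = cells lacking NR2E3 construct; higher means lower luciferase signal from less NR2E3 corepressor binding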
Target sequence (Q9Y5X4 whole entry, looked up, the tested form may be a part): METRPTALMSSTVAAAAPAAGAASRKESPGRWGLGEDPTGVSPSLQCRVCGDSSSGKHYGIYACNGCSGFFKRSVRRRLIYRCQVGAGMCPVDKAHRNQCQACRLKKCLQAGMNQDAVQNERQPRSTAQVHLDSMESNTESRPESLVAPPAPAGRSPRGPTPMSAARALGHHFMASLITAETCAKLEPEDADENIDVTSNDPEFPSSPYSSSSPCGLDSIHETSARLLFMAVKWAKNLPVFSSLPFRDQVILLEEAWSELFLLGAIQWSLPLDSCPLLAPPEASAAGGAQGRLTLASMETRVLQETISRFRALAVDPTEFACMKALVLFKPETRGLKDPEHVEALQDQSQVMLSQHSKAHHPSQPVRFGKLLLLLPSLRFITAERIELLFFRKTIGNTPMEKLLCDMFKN
Shn3 inh set2: Schnurri-3 reporter inhibition in Clone20 osteoblasts. Clone20 osteoblast Shn3 3'UTR firefly luciferase, 24 h. inhibition, % at 12.5 µM. hit rate 0.52% among 360,000;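 active means mean inhibition of at least 75% with every replicate also reaching 75%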;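 further: 0% = median of neutral control wells and 100% = pilot-screen positive control compound; some compounds past the cut are filed as inactive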
Vif imaging: blocks HIV Vif function; HEK293T cells, Vif self-association by quenched fluorescence, imaging, 24 h; inhibition, % at 7.49 µM; hit rate 0.35% among 340,000; in the data active means inhibition above about 50%, passing the limit was not always enough; further: some results filed as inactive read as strong as hits
CaV13 ICDI inh: Disruptors of the CACNA1D IQ motif to Ca2+-dependent inactivation inhibitor domain association, primary screening, Förster resonance energy transfer in intact living …. HEK cells, CFP/YFP FRET ICDI-IQ, plate reader, 10 min; percent FRET-ratio fall versus neutral wells. inhibition, % at 12.3 µM. hit rate 0.098% among 340,000;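 active means mean replicate inhibition of at least 30% and at least 1% of replicates passing that level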;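 further: 0% = median of the neutral control wells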
TRPM1 prom inh: reduces MITF-dependent TRPM1 promoter luciferase signal; AID 488899; SK-MEL-5 TRPM1 promoter luciferase, 24 h; hit rate 0.83% among 330,000; inhibition, % at 12.5 µM;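 active means mean inhibition across replicates of 60% or more, whatever share of single replicates reaches that level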; further: values of inactives mirror those of a sister screen read the other way
KKLEB tox: reduces viability of KKLEB cystic fibrosis airway cells; activity change (cytotoxicity), % at 5 µM; hit rate 0.36% among 360,000; KKLEB CF airway cells viability, ATPlite luminescence, overnight; hits give low values; cells stimulated with P. aeruginosa culture filtrate;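 active means corrected activity change at or below -50% at 5 µM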
CF NFkB inh: blocks PAF-induced NF-kB reporter in cystic fibrosis cells; KKLEB NF-kB-GFP reporter, GFP fluorescence overnight; inhibition, % at 5 µM; hit rate 0.86% among 360,000; AID 588850;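 active means at least 50% inhibition at 5 µM, scaled per plate between neutral and stimulator controls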;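 further: PAF is a Pseudomonas aeruginosa culture filtrate used as stimulus; plate controls were PAF-stimulated DMSO wells for no effect and unstimulated DMSO wells for full effect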
HIF-2a inh: inhibitors of HIF-2a; inhibition, % at 18.8 µM; 786-0 RCC cells HIF-2a reporter, luciferase luminescence, overnight; hit rate 0.72% among 360,000;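 active means inhibition of the luminescence signal of 40% or more relative to plate controls, in a single-dose primary screen at 18.75 µM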
NR2E3 ag-2: NR2E3 (human) agonism | AID 2300 | Q9Y5X4 | GST-NR2E3/biotin-RetCOR TR-FRET, 1536-well | inhibition of corepressor binding, % at 4.78 µM | hit rate 0.12% among 320,000;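 active means percent inhibition above the cutoff of mean plus 3 SD of all tested compounds, set per screening campaign, cut at about 20% in these data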;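 further: 0% = DMSO wells and 100% = biotin wells as full block of FRET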
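Format: 1536-well format; test system: GST-NR2E3 and biotin-RetCOR proteins; read-out basis: percent inhibition of TR-FRET ratio; timing: 5 h incubation at 4 °C; detection: time-resolved FRET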
Active calls of the source: *; . = not tested or not shown.

SMILES	PDI inh	Peg3 promoter	NR2E3 ag-1	Shn3 inh set2	Vif imaging	CaV13 ICDI inh	TRPM1 prom inh	KKLEB tox	CF NFkB inh	HIF-2a inh	NR2E3 ag-2
Nc1nc(N2CCOCC2)n[nH]1	1	14	20	-7	19	-5	-7	-5	10	7	.
O=C(c1cc(-c2ccc(O)cc2)on1)N1CCCc2ccccc21	.	-161	-26	-33	-10	-9	-29	-6	-4	-169	3
COC(=O)Cc1ccc(OC(=O)CCS(=O)(=O)c2ccc(Cl)cc2)cc1	3	-17	-16	-7	25	-4	-1	-12	12	17	6
COC(=O)c1cc(OC)c(OC)cc1NC(=S)N1CCN(C/C=C/c2ccccc2)CC1	-3	19	-39	19	-10	-2	-2	-2	1	12	1
COc1cc(NC(=O)COn2nnc3ccc(S(C)(=O)=O)cc32)cc(OC)c1	4	32	-18	-48	22	3	-3	3	0	21	3
O=C(NCN1CCc2ccccc2C1)c1cnccn1	4	6	-2	-37	-5	-9	-4	9	-13	-2	6
CCOc1ccc(C2NC(=O)NC(C)=C2C(=O)OC)cc1C (stereo unspecified)	19	15	-34	-2	-3	-4	6	-8	1	2	0
Cc1ccc(NC(=O)c2cc3ccccc3o2)nc1	1	-217	-130	-78	0	-2	-23	-15	-6	-120	-2
Cc1cccc(-n2c(C)cc(C)c(C#N)c2=O)c1	1	-1	-5	23	0	5	-7	1	8	11	-1
CCC(=O)c1ccc(N2CCN(C(=O)c3ccc(F)cc3)CC2)c(F)c1	9	3	9	13	-10	6	17	0	2	13	-3
CSc1ncc2c(=O)[nH]c(-c3ccccc3)nc2n1	-69	-6	-32	-1	3	-3	-9	14	-15	-2	-2
CC(C)(C)C1CCNC(=O)CC1 (stereo unspecified)	-1	6	-35	-6	3	-11	.	4	-3	5	.
N#Cc1cnn2c(N)c(-c3ccc(Cl)cc3)cnc12	1	-28	-42	-2	0	-5	-7	-8	19	-17	1
O=C(Cn1cnc([N+](=O)[O-])c1)Nc1cc(Oc2ccc(Cl)cc2Cl)cc([N+](=O)[O-])c1	1	49	2	5	-10	.	12	-6	1	-28	-1
CN(C(=O)COC(=O)CNC(=O)c1sc2ccccc2c1Cl)c1ccccc1	2	7	-8	-4	2	-5	-2	-8	-11	8	1
CC(C)[C@H](NC(=O)c1ccccc1Cl)C(=O)OCC(=O)NC(=O)NC1CCCC1	3	6	-16	2	-3	-6	-2	10	13	13	-3
CCOC(=O)N1CCN(C(=O)CSCC(=O)Nc2nc(-c3ccc(Cl)s3)cs2)CC1	-7	-82	-37	20	.	-3	11	11	-43	-120	-2
C=CCC[C@H](Cc1ccc(F)cc1)C(=O)OC[C@@H](Cc1c[nH]c2ccccc12)NC(=O)[C@@H](CC=C)CC(=O)N(CCO)Cc1ccccc1	-3	44	-14	-6	-17	-5	8	-4	38	21	.
O=C(CSC1=NCCS1)N1CCN(c2ccc(Cl)cc2)CC1	-1	9	3	-7	-4	-4	7	6	-1	3	3
CCCS(=O)(=O)N1CCCC(C(=O)NCCc2cccc(C)c2)C1 (stereo unspecified)	-5	4	7	-15	-1	-20	-1	10	-13	18	-2
CCOC(=O)c1ccc(NC(=O)C2CCCO2)cc1 (stereo unspecified)	-3	-165	-52	-46	.	-4	-41	12	-25	-193	1
Cn1c(N)c(C(=O)COC(=O)COc2ccccc2C#N)c(=O)n(C)c1=O	0	1	-6	-5	0	-8	17	-9	-4	15	-1
CCCCN1CNC(=S)N(c2ccc(C(=O)OCC)cc2)C1	5	-9	4	-51	7	-5	-6	17	-5	-9	5
Cn1c(=O)c2c(nc(CN3CCC(C(N)=O)CC3)n2Cc2c(F)cccc2Cl)n(C)c1=O	0	7	-17	5	14	-5	2	7	1	19	-1
O=C(NCc1ccccc1)c1ccc(N2CCC3(CC2)CC(c2ccccc2)=NO3)c([N+](=O)[O-])c1	16	7	28	46	-10	-9	3	-13	6	-1	0
Cn1c(N)c(Sc2ccc([N+](=O)[O-])cc2)c(=O)n(C)c1=O	-4	7	-25	-7	7	-4	-12	0	-5	14	1
CC1=NNC(=O)/C1=C\c1cn(-c2ccccc2)nc1-c1ccc(Cl)cc1	-2	79*	-5	24	2	-9	-19	-40	6	87*	2
CCCCc1ccc(S(=O)(=O)N2CCC3(CC2)OCCO3)cc1	3	20	-6	32	-11	-6	-1	11	-20	0	2
COc1cc(NC(=O)c2cc([N+](=O)[O-])ccc2NC(=O)CNCc2ccccn2)cc(OC)c1	-3	32	-27	3	37	-6	11	-13	-2	15	-4
O=C1NC(=NCc2ccccc2)S/C1=C\c1ccccc1	4	-29	-30	-5	-6	-6	0	-15	22	-50	-1
CSc1ccc(C#N)cc1NC(=O)c1ccccc1	0	8	-5	10	-4	-7	16	2	-26	4	2
CCCCc1cc(=O)oc2cc(C)cc(OC(C)C(=O)NCc3ccccn3)c12 (stereo unspecified)	2	21	-10	11	-9	-7	13	-32	24	17	-2
Cc1ccc(S(=O)(=O)N2CCN(C(=O)CCCOc3ccc(Cl)cc3C)CC2)cc1	-2	6	19	28	21	-7	-5	5	-10	-22	4
Cc1ccc(C)c(N2CCN(S(=O)(=O)c3ccc4c(c3)NC(=O)CC(=O)N4)CC2)c1	.	10	-31	-27	-3	-9	.	6	10	15	1
Cc1cccc(NC(=O)CNC(=O)CN2CCN(C)CC2)c1C	9	17	30	12	3	-3	-3	9	-4	4	2
O=C(OCC#CCSc1nnc(-c2cccc3ccccc23)o1)c1cccc2[nH]ccc12	6	-40	-13	-6	-1	15	-21	6	-15	-48	.
O=C(N/N=C/c1ccccc1Br)c1ccc(CSc2cccc3cccnc23)cc1	7	-19	-12	-3	-20	-4	6	-15	0	15	0
Cc1cc(C)n(-c2ccc(C(=O)Nc3cc(S(=O)(=O)N(C)C)ccc3Cl)cc2)n1	11	4	1	32	4	-5	17	-6	4	19	-2
COc1ccc(NC(=S)N2CCN(c3ccc4c(c3)C3CCN(C(=O)OCc5ccccc5)C4C3)CC2)c(OC)c1 (stereo unspecified)	.	-204	-32	21	-6	-6	.	-6	12	-164	.
C[C@H](NC(=O)NCCc1ccccc1)C(=O)O	11	7	10	-5	-3	.	-3	5	1	3	5
Cc1cc(Br)cc(C)c1OCCCCN(C)C	6	9	12	4	8	-8	-4	-7	13	15	-4
COc1ccc(-c2nc3n(n2)C(c2cccnc2)C(C(N)=O)=C(C)N3)cc1 (stereo unspecified)	-2	1	-13	-5	1	.	13	3	-10	3	0
COc1ccc(CCNS(=O)(=O)c2ccc(N3CCCC3=O)cc2)cc1	6	12	25	-5	11	.	3	-12	3	13	2
COC(=O)c1c(C)nn(-c2ccc(F)c(Cl)c2)c1-c1cc(C)on1	-3	22	-6	10	-10	-5	1	-8	10	9	1
O=C(NCc1cccnc1)c1cc(S(=O)(=O)N2CCCC2)c(Cl)cc1Cl	11	19	-15	0	-7	-7	8	2	12	9	.
CC(C)(C)c1ccc(NC(=O)CON=C(N)c2ccccc2)cc1	-5	-5	-2	5	-4	-4	-7	12	1	1	.
O=C1NC2(CCCCCC2)C(=O)N1CCS(=O)(=O)Oc1ccccc1	2	-2	-16	-10	8	-4	10	0	-5	11	-2
COc1cc(NC(=O)CN2CCN(c3ccccc3F)CC2)c(C)cc1[N+](=O)[O-]	-10	2	20	-2	13	-4	-2	1	-6	18	-1

Part of the list above, field by field:
Cc1cc(C)n(-c2ccc(C(=O)Nc3cc(S(=O)(=O)N(C)C)ccc3Cl)cc2)n1
  PDI inh: 11
  Peg3 promoter: 4
  NR2E3 ag-1: 1
  Shn3 inh set2: 32
  Vif imaging: 4
  CaV13 ICDI inh: -5
  TRPM1 prom inh: 17
  KKLEB tox: -6
  CF NFkB inh: 4
  HIF-2a inh: 19
  NR2E3 ag-2: -2

COc1cc(NC(=O)CN2CCN(c3ccccc3F)CC2)c(C)cc1[N+](=O)[O-]
  PDI inh: -10
  Peg3 promoter: 2
  NR2E3 ag-1: 20
  Shn3 inh set2: -2
  Vif imaging: 13
  CaV13 ICDI inh: -4
  TRPM1 prom inh: -2
  KKLEB tox: 1
  CF NFkB inh: -6
  HIF-2a inh: 18
  NR2E3 ag-2: -1

Continuation:
SMILES	PDI inh	Peg3 promoter	NR2E3 ag-1	Shn3 inh set2	Vif imaging	CaV13 ICDI inh	TRPM1 prom inh	KKLEB tox	CF NFkB inh	HIF-2a inh	NR2E3 ag-2
O=C(CNc1cccc2ccccc12)c1ccc([N+](=O)[O-])cc1	2	1	-19	-7	-1	-6	13	-1	8	-4	-2
CCOC(=O)c1ccccc1NC(=O)COC(=O)CCC(=O)c1ccccc1	6	3	-8	-16	.	-2	2	-10	15	3	3
COC(=O)c1ccc(C(=O)OC)c(NC(=S)N2CCN(C(=O)C3CCCO3)CC2)c1 (stereo unspecified)	-3	5	-27	13	9	-4	0	-2	9	1	5
COc1ccc(CCNC(C)C(=O)Nc2ccc(S(N)(=O)=O)cc2)cc1 (stereo unspecified)	12	-2	-18	-13	-15	-4	-5	-7	6	8	-1
Cn1cc(C2NC(=O)c3ccccc3N2)c2ccccc21 (stereo unspecified)	9	-53	-70	-21	-4	-6	-16	13	-13	-130	.
COc1ccc(CNC(=O)COC(=O)c2c(NC(C)=O)sc(C)c2C)cc1	12	-4	2	3	-11	-18	6	-11	8	-6	1
Nc1cc(-c2ccco2)no1	2	-1	-26	2	4	.	-10	11	3	-10	-2
CC(=O)Nc1ccc(S(=O)(=O)NC(CC(=O)NCCC2=CCCCC2)C(C)C)cc1 (stereo unspecified)	-4	12	-2	-11	19	-1	13	9	-5	-1	0
Cn1c(N2CCOCC2)cc(=O)n(C)c1=O	-2	-6	-3	-5	14	4	6	-22	-19	11	-1
CC1(C(=O)NS(=O)(=O)c2ccc(Cl)cc2)CCN1C(=O)CCC1CCCC1 (stereo unspecified)	-2	-6	-10	9	3	-12	.	13	-2	9	.
COc1ccc(CNCc2c(F)cccc2F)cc1OC	0	5	-33	-46	5	-20	-9	-3	-4	9	.
N=C1c2ccccc2-c2ccccc21	-22	1	-3	1	2	-5	-2	-4	43	12	.
O=[N+]([O-])c1ccccc1S(=O)(=O)N1CCc2ccccc2C1	8	11	-12	-9	14	-5	11	-11	23	-5	-1
CCN(CC)CCCN(C(=O)c1ccc(OC)cc1)c1nc(-c2ccc(OC)cc2)cs1	-4	18	-12	44	3	-2	3	-7	14	3	2
CCOc1ccc(Br)cc1S(=O)(=O)NCC(c1ccc(OC)cc1)N1CCOCC1 (stereo unspecified)	10	4	-19	-8	-7	-5	.	-15	10	13	.
O=c1[nH]c2cc(Cl)ccc2n1-c1ccccc1	-8	-44	3	-7	-8	.	4	2	14	12	-1
COc1ccc(C(=O)NCc2ccc3c(c2)OCO3)cc1S(=O)(=O)NCc1ccc(Cl)cc1	2	27	-13	36	.	-4	2	4	2	12	2
CCOC(=O)N1CCN(C(=O)c2cccc(N3C(=O)NC4CC3(C)Oc3ccccc34)c2)CC1 (stereo unspecified)	3	21	1	4	-4	-2	7	-14	13	12	0
CCN(CC(=O)Nc1c(F)cccc1F)C(=O)/C=C/c1ccc2ccccc2n1	-2	-12	0	-11	2	-6	-4	8	4	-4	0
